GPR55 antagonists: GPR55 antagonists blocking LPI-driven arrestin recruitment, primary screen, imaging, U2OS, beta-arrestin-GFP, LPI agonist (AID 2013) | U2OS GPR55 beta-arrestin-GFP translocation imaging, LPI antagonism; higher % means a stronger effect | inhibition, % at 10 µM; hits with a dose series show IC50 in µM | actives 0.13% (n = 290,000);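 active means spots per cell inhibited over 60%, with over 100 cells counted and total cytoplasm intensity under 500,000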;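 further: U2OS cells stably carrying GPR55 and arrestin-GFP stimulated by 5 µM LPI near EC80; imaged beta-arrestin-GFP aggregate spots per cell after agonist stimulation; plate controls were LPI-stimulated DMSO wells for no effect and DMSO wells without LPI for full effect; some results filed as inactive read as strong as hits; confirmed hits need IC50 under 10 µM and bright autofluorescent wells are also inconclusive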
AID2073: inhibitors of Mint1-CaV2.2 protein interaction, biochemical, HTRF (AID 2073). actives 0.19% (n = 290,000). inhibition, % at 20 µM; hits with a dose series show IC50 in µM. HTRF protein-protein interaction, Mint1-CaV2.2; higher % means a stronger effect; in the data active means inhibition mostly above about 51%, no sharp cut-off; further: some results filed as inactive read as strong as hits
GPR35 antagonists: GPR35 antagonists blocking zaprinast-driven arrestin recruitment, primary screen, imaging, U2OS, beta-arrestin-GFP, zaprinast agonist (AID 2058). inhibition, % at 10 µM; hits with a dose series show IC50 in µM. actives 0.052% (n = 290,000). U2OS GPR35 beta-arrestin-GFP translocation imaging, zaprinast antagonism; higher % means a stronger effect;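 active means inhibition of at least 50% with at least 30 cells and total cytoplasm GFP at most 10,000,000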
MgcRacGAP inhibition: MgcRacGAP GTPase-activating activity inhibitors, confirmation, biochemical, ADP Hunter fluorescence | MgcRacGAP-stimulated Rac1 GTP hydrolysis, ADP Hunter fluorescence; higher % means a stronger effect; GST-tagged Rac1 F28L mutant substrate | inhibition, % at 30 µM, or IC50 in µM where a hit was titrated | actives 0.6% (n = 340,000);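 active means first-screen hits whose inhibition reached a set limit at any dose in the follow-up dose series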;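 further: fluorescence reports GDP produced by GAP-driven GTP hydrolysis; strong numbers were not always called active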
SV40 large T antigen: SV40 large T antigen inhibitors, biochemical (AID 1903). SV40 large T antigen ATPase/helicase inhibition assay; higher % means a stronger effect. actives 0.39% (n = 310,000). inhibition, % at 20 µM; hits with a dose series show IC50 in µM; in the data active means a potency from the dose series; further: strong numbers were not always called active
GPR55 beta-arrestin: selective activators of receptor GPR55 – imaging, U2OS cells, beta-arrestin-GFP redistribution, primary screen (AID 1961); U2OS GPR55 beta-arrestin-GFP redistribution imaging; higher % means a stronger effect; one-dose activation, % at 10 µM; EC50 in µM for titrated hits; actives 0.048% (n = 290,000);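 active means activation above 40% with more than 50 cells counted in the well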;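 further: U2OS osteosarcoma cells stably expressing GPR55 and beta-arrestin-GFP; plate controls were DMSO negative control for no effect and LPI positive control for full effect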
Yfh1-off respiration: mitochondrial function rescue without frataxin homolog – Friedreich's ataxia, plus single-dose screen, dose response (AID 1465); S. cerevisiae Yfh1-off respiration, WST-1 reduction, 72 h; higher fold induction means a stronger effect; one-dose fold induction at 50 µM; EC50 in µM for titrated hits; actives 0.074% (n = 220,000);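 active means fold induction of absorbance versus untreated yeast above a set limit, then at least 30% activation at any dose in follow-up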;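 further: activators that raise dye reduction in frataxin-depleted yeast; strong numbers were not always called active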
Dengue-2 NS5 capping: flavivirus cap methylation enzyme inhibition – biochemical, confirmation dose response, primary screen (AID 588689); Dengue-2 NS5 methyltransferase capping enzyme assay, biochemical; higher % means a stronger effect; one-dose inhibition, % at 25 µM; IC50 in µM for titrated hits; actives 0.3% (n = 340,000); in the data active means a potency from the dose series
NTR1 ag: agonists of NTR1, primary screen, imaging, U2OS cells, beta-arrestin-GFP, high content (AID 493036); P30989; NTR1-U2OS beta-arrestin-GFP spot imaging, agonist mode; activation, % at 20 µM; actives 0.17% (n = 330,000);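 active means activation at or above 40% of the spot to cytoplasm intensity ratio, with at least 20 cells analyzed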;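 further: 0% = DMSO without peptide and 100% = 100 nM NTR1 peptide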
Target sequence (P30989 whole entry, looked up): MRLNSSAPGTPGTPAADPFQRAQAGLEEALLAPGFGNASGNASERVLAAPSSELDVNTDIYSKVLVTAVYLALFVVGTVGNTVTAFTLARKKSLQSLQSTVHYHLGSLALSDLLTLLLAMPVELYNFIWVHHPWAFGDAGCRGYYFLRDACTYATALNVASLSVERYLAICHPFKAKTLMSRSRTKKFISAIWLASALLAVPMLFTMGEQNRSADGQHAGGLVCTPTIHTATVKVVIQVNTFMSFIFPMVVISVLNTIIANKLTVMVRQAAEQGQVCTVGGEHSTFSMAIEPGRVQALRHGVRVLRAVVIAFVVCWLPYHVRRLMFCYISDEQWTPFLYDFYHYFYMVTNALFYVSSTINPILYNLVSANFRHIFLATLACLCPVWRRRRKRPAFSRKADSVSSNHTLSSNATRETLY
NTR1 ag cell count 20 µM: second read-out of NTR1 ag, no call of its own (marks repeat the call); cell count; measured here: cell count, cytotoxicity flag
Dengue-2 NS5 capping pilot replicate: second read-out of Dengue-2 NS5 capping, no call of its own (marks repeat the call); inhibition, %; measured here: pilot screen replicate inhibition
* marks the source's active call; other numbers are inactive results; i = inactive; / = not tested or not shown.

SMILES | GPR55 antagonists | AID2073 | GPR35 antagonists | MgcRacGAP inhibition | SV40 large T antigen | GPR55 beta-arrestin | Yfh1-off respiration | Dengue-2 NS5 capping | NTR1 ag | NTR1 ag cell count 20 µM | others
CCCCCCOC(=O)c1ccc(NC(=O)c2cc(OC)c(OC)c(OC)c2Br)cc1 | 0% | -2% | -3% | 0% | 7% | 0.1% | i | -3% | 3.2 | 56
CCCC(=O)NC(c1ccc2c(c1)OCO2)c1cc(Cl)c2cccnc2c1O (stereo unspecified) | 15% | 13% | 0% | 3% | 4% | 0.4% | i | 2% | 1.3 | 59
CCOC(=O)C1CCCN(C(=O)CCCOc2cc(=O)n(C)c3ccccc23)C1 (stereo unspecified) | 11% | 1% | -4% | 9% | -1% | -0.3% | i | -4% | -2.5 | 93 | Dengue-2 NS5 capping pilot replicate=-5.5
Cc1cc(Cl)ccc1OCC(=O)NNC(=O)c1cccs1 | -9% | 13% | 9% | 5% | 2% | -0.1% | / | -4% | 0.8 | 47
CS(=O)(=O)Cc1cc(N2CCCC2)nc(-c2ccccc2)n1 | -4% | -6% | 3% | 12% | -3% | -0.5% | i | 2% | -1.5 | 90
COc1ccc(Cl)cc1NC(=S)N1CCN(c2ccccn2)CC1 | 0% | -55% | 27% | 14% | 18% | -0.3% | i | -3% | -0.7 | 44
CCC(=O)N1CCN(c2ccc(NC(=S)NC(=O)c3ccc(OC)c([N+](=O)[O-])c3)cc2)CC1 | 0% | 2% | -9% | 14% | 9% | -0.1% | i | -2% | 1.6 | 34
NC(=O)C1CCN(S(=O)(=O)Cc2ccccc2Cl)CC1 | 4% | -2% | 3% | 3% | -2% | -0.1% | i | 1% | 0.6 | 29
COC(=O)c1ccc(C)c(NC(=O)C2COc3ccccc3O2)c1 (stereo unspecified) | -11% | -2% | -1% | 9% | 6% | -0.1% | i | 1% | 1.4 | 69
COC(=O)/C(C#N)=C/c1c(N2CCCCCC2)nc2c(C)cccn2c1=O | -8% | 11% | -14% | / | / | -0.1% | / | -10% | 6.3 | 84
COC(=O)CNC(=O)c1ccc(OC2CCN(C(=O)C3CC3)CC2)cc1 | 6% | 22% | -8% | 5% | 12% | 0.3% | i | -5% | 1.1 | 44
CC(=O)Nc1ccc(S(=O)(=O)NC2CC2)cc1 | 8% | -3% | 1% | 1% | 10% | 0.4% | / | 2% | 0.2 | 69
CCCCOC(=O)c1ccc(NC(=S)NC(=O)c2c(Cl)cnn2CC)cc1 | 6% | -24% | 18% | 0% | 7% | -0.1% | i | 3% | 2.1 | 54
O=C(Nc1ccccc1)C1=C[C@@H](c2ccccc2)C[C@@H](OCc2ccc(CO)cc2)O1 | -6% | 7% | -13% | 1% | 11% | -0.2% | i | -6% | 7.3 | 78
Cc1nn(CC(=O)O)c2ccccc12 | 5% | -5% | -21% | 7% | -1% | -0.1% | i | 2% | -1.3 | 42
N#Cc1c(-c2ccccc2)cc(C2CC2)nc1SCC(=O)O | -8% | 0% | 1% | 13% | 26% | -0.1% | i | -4% | 1.9 | 56
C=CCn1c(SCC(=O)Nc2nnc(CC)s2)nnc1-c1cccnc1 | 26% | 2% | 6% | 16% | 6% | 0.0% | i | 2% | 0.3 | 32
CCN(C(=O)CN(C)Cc1c(F)cccc1Cl)c1c(N)n(Cc2ccccc2)c(=O)[nH]c1=O | 7% | 2% | -6% | 7% | -1% | -0.1% | i | -3% | -1.3 | 52
O=C1[C@H]2[C@@H](c3ccc(F)cc3)N3C(=O)N(c4ccc(Br)cc4)C(=O)[C@@]3(Cc3ccccc3)[C@H]2C(=O)N1C1CCCCC1 | 16% | 12% | -7% | 10% | 21% | -0.1% | / | -7% | 2.9 | 76
O=C(NCC1CCCO1)c1onc(CSc2ccc(F)c(F)c2)c1C(=O)O (stereo unspecified) | -10% | 1% | 15% | 10% | 5% | -0.1% | i | -3% | -0.9 | 89
Nc1ccc(O)c2c1C(=O)c1ccccc1C2=O | -3% | 8% | -8% | 20% | 16% | 0.2% | i | 18% | -3.0 | 87
CCn1c(=O)c(C(=O)NC(C)C)c(O)c2ccccc21 | 0% | 8% | 10% | 2% | 8% | 0.0% | i | -5% | 2.7 | 47
CCC(C)(C)NC(=O)C(OC(=O)c1ccco1)c1ccccc1F (stereo unspecified) | 13% | 0% | 6% | 10% | 12% | -0.1% | / | -5% | -1.0 | 56 | Dengue-2 NS5 capping pilot replicate=-5.8
COc1cccc(CNc2ncn[nH]2)c1OCc1ccccc1F | 7% | 2% | 5% | 5% | 24% | -0.3% | i | 2% | 0.8 | 71
C=CCN1C(=O)c2ccc(C(=O)N(CCOC)c3c(N)n(CCCC)c(=O)[nH]c3=O)cc2C1=O | / | / | / | 6% | 10% | / | / | -3% | -0.5 | 59

Part of the list above in order of length of the SMILES, low to high.
SMILES | GPR55 antagonists | AID2073 | GPR35 antagonists | MgcRacGAP inhibition | SV40 large T antigen | GPR55 beta-arrestin | Yfh1-off respiration | Dengue-2 NS5 capping | NTR1 ag | NTR1 ag cell count 20 µM | others
COC(=O)CNC(=O)c1ccc(OC2CCN(C(=O)C3CC3)CC2)cc1 | 6% | 22% | -8% | 5% | 12% | 0.3% | i | -5% | 1.1 | 44
O=C(Nc1ccccc1)C1=C[C@@H](c2ccccc2)C[C@@H](OCc2ccc(CO)cc2)O1 | -6% | 7% | -13% | 1% | 11% | -0.2% | i | -6% | 7.3 | 78
CCN(C(=O)CN(C)Cc1c(F)cccc1Cl)c1c(N)n(Cc2ccccc2)c(=O)[nH]c1=O | 7% | 2% | -6% | 7% | -1% | -0.1% | i | -3% | -1.3 | 52

Later entries.
SMILES | GPR55 antagonists | AID2073 | GPR35 antagonists | MgcRacGAP inhibition | SV40 large T antigen | GPR55 beta-arrestin | Yfh1-off respiration | Dengue-2 NS5 capping | NTR1 ag | NTR1 ag cell count 20 µM | others
CC1CN(Cc2cc(=O)n3ccsc3n2)CC(C)O1 (stereo unspecified) | 10% | 0% | 6% | 7% | 12% | 0.0% | i | -6% | 3.1 | 56
CCn1c(=O)c(C(=O)CN2c3ccccc3CC2C)c(N)n(Cc2ccccc2)c1=O (stereo unspecified) | 1% | 0% | -6% | -2% | 10% | -0.1% | i | / | 5.5 | 41
O=S(=O)(NCCc1csc(-c2cccnc2)n1)c1cccc(F)c1 | 1% | 7% | 6% | 9% | 3% | 0.3% | / | -11% | -0.2 | 67
O=C(CCn1cnnn1)Nc1ccc(Cl)c(Cl)c1 | 0% | -3% | 4% | 12% | 15% | -0.1% | i | -6% | 0.6 | 69
O=c1c2c(n3cnnc3n1-c1ccccc1)-c1ccccc1CC21CCCC1 | 0% | 9% | 14% | 4% | 0% | 0.1% | i | 4% | 6.4 | 63
CO/N=C/NC(=O)C1=NOC(CNc2ncc(C(F)(F)F)cc2Cl)C1 (stereo unspecified) | 13% | 0% | 5% | 11% | 2% | -0.2% | i | -1% | 1.1 | 45
c1ccc(-c2ccc(CN3C[C@@H]4C(c5ccccc5)C5(c6cccnc6)CC4(C5)[C@H]3c3ccccc3)cc2)cc1 (stereo partly specified) | 5% | 6% | 9% | 6% | 7% | 0.3% | i | -7% | -1.2 | 68
Cc1nn(-c2ccccc2)c(C)c1C(=O)NCc1ccccc1F | -4% | 9% | 7% | 6% | 3% | -0.3% | / | -7% | -0.5 | 52
Cc1ccc(NC(=O)CN(C)C2CCCCC2)cc1Cl | 0% | 10% | -4% | 152µM* | 1% | -0.2% | / | -3% | -0.1 | 52
CCOCCN(C(=O)c1ccccc1Cl)c1ccccc1 | -8% | 5% | 2% | -16% | 31% | -0.3% | i | -6% | -0.3 | 70
O=C(CCSc1ccccc1)NCc1cccnc1 | -10% | -14% | 8% | 4% | -4% | -0.3% | i | 1% | 0.8 | 41
COC(=O)Cn1c(=NC(=O)c2ccc(OC)c(OC)c2)sc2cc(OC)ccc21 | 6% | 18% | 7% | 11% | 10% | 0.5% | i | -1% | 3.0 | 79
N#C/C(=C\c1cccnc1)C(=O)Nc1ccc(S(N)(=O)=O)cc1 | 10% | -5% | -10% | 7% | 11% | 0.5% | / | -3% | 0.3 | 57
COCCNC(=O)CC(NS(=O)(=O)c1ccc(NC(C)=O)cc1)C(C)C (stereo unspecified) | 3% | -4% | -7% | 18% | 2% | -0.1% | i | 1% | -0.9 | 49
COc1ccc(CNC(=O)COC(=O)CCOc2ccc(C)cc2)cc1OC | / | / | / | 11% | 26% | / | / | -15% | -0.3 | 55
COc1cc(C(=O)OCc2cc(=O)oc3c(C)c(C)ccc23)ccc1OC(F)F | 8% | 31% | -14% | 2% | 22% | -0.1% | / | -3% | -0.3 | 50
COc1ccc(-c2noc(N3CCC(C(=O)NCc4ccc(Cl)cc4)CC3)n2)cc1 | 2% | 7% | 0% | 15% | 1% | -0.1% | / | 2% | 7.9 | 64
COc1ccc(-c2noc(CNS(=O)(=O)c3ccccc3)n2)cc1 | 11% | 6% | -3% | 2% | 7% | -0.1% | / | -5% | 1.6 | 68
CCOc1ccc2sc(NS(=O)(=O)c3ccc(OC)c(OC)c3)nc2c1 | 9% | 2% | 24% | 10% | 2% | 0.0% | i | -3% | 0.3 | 59
CN(CC(=O)Nc1c(Cl)cccc1Cl)C(=O)Cc1ccc2c(c1)CCC2 | / | / | / | 4% | 20% | / | / | 9% | -1.8 | 54
CN(C)CCN(C(=O)c1ccc(S(=O)(=O)N(C)C)cc1)c1nc2cc3c(cc2s1)OCCO3 | 22% | -5% | 3% | 11% | 3% | 0.1% | i | -8% | -0.7 | 77
CCOC(=O)c1nnn(-c2nc(OC)nc(N(C)C)n2)c1-c1ccccc1 | 30% | 1% | 9% | 1% | 3% | -0.1% | i | -11% | -0.9 | 79
O=C(Nc1nc2ccc(Cl)cc2s1)c1ccc(Br)o1 | 1% | 0% | 7% | 10% | 23% | 1.0% | i | 2% | -0.2 | 50
COCCn1nnnc1C(c1cccs1)N1CCN(c2cc(C)ccc2C)CC1 (stereo unspecified) | 8% | -3% | 6% | 3% | 3% | -0.1% | i | -8% | -0.2 | 42
Cc1ccc2[nH]c(=O)c(CNC(C)C)cc2c1 | 12% | 15% | -6% | 12% | 8% | -0.2% | i | -2% | -1.0 | 49
COc1ccccc1N1CCN(C(=O)CN(CCc2ccccc2)S(C)(=O)=O)CC1 | -10% | 7% | -3% | 7% | 2% | 0.2% | i | -3% | 1.6 | 54
COc1cc(C2C(S(=O)(=O)c3ccccc3)CON2C)ccc1OCc1ccc(F)cc1 (stereo unspecified) | 2% | 6% | 8% | / | 6% | 0.3% | i | / | 1.4 | 26
CC1(C(=O)O)COC(c2ccc(Cl)cc2)OC1 (stereo unspecified) | 6% | -1% | -2% | 5% | 12% | -0.1% | i | -20% | -1.5 | 67
O=C(CCNC(=O)C1CCN(S(=O)(=O)c2ccc(F)cc2)CC1)Nc1nccs1 | 14% | 4% | -10% | / | 17% | -0.2% | / | 6% | -1.0 | 51

Screens deposited in PubChem by several laboratories.
